Assay outcomes: PubChem, several laboratories
PP5 primary: PP5 phosphatase inhibitors, primary screen, biochemical, fluorescence; Serine/threonine-protein phosphatase 5 (Homo sapiens), P53041; purified PP5c, OMFP substrate fluorescence; inhibition, % at 6.7 µM; hit rate 0.18% among 320,000; AID 1987, 2009;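 active means inhibition above the campaign's mean inhibition across all tested compounds plus 3 SD, cut at about 9.5% in these data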;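 further: 0% = DMSO only and 100% = 100 µM cantharidin control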
Target sequence (P53041 whole entry, looked up): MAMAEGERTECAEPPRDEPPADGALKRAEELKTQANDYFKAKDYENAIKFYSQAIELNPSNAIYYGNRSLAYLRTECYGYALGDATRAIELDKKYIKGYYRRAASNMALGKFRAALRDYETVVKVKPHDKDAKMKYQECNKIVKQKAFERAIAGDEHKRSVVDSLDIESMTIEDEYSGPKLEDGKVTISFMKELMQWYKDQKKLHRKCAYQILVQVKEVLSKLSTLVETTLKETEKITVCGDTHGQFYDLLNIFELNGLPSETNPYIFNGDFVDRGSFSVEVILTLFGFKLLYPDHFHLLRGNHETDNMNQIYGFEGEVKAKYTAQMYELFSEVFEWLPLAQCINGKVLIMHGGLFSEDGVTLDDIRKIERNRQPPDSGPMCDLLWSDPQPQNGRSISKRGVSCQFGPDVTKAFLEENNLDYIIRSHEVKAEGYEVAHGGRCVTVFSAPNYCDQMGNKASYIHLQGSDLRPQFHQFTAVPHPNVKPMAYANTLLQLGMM
JMJD2C inh: inhibitors of GASC-1 histone demethylase, primary screen, biochemical, fluorescence, DELFIA europium; Lysine-specific demethylase 4C (Homo sapiens), Q9H3R0; GST-JMJD2C(1-420) H3K9me3 demethylation; inhibition, % at 2.35 µM; hit rate 0.069% among 330,000;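 active means more than half of a compound's replicate wells show inhibition beyond 50%, single wells judged on their own value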;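 further: signal counts dimethyl H3K9 product captured on neutravidin plate; 0% = median of DMSO wells and 100% = 0.3 times that DMSO median; strong numbers were not always called active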
PREPL inh: PREPL enzyme inhibitors, primary screen, biochemical, fluorescence polarization; inhibition, % at 5.96 µM; AID 2751, 2010; recombinant PREPL, fluorescence polarization activity-based probe; hit rate 0.68% among 320,000; in the data active means inhibition above about 43%;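 further: 0% = enzyme with DMSO and 100% = wells lacking enzyme; many of its hits are not listed in these tables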
CTSL1 counter: Fasciola hepatica cathepsin L1 inhibitors, primary screen, counter-screen for PFM18AAP inhibitor project, biochemical, QFRET, fluorogenic peptide substrate. recombinant F. hepatica cathepsin L1, Z-Leu-Arg-MCA fluorescence. inhibition, % at 5.96 µM. hit rate 0.49% among 300,000;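 active means inhibition above the mean of all tested compounds plus 3 SD, set per screening campaign, cut at about 17% in these data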;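 further: 0% = plate median of test compound wells and 100% = 1 µM Z-Phe-Ala-diazomethylketone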
PP1 inh: PP1-alpha phosphatase inhibitors, primary screen, counter-screen for PP5 inhibitor project, biochemical, fluorescence, OMFP substrate, single point | hit rate 0.9% among 320,000 | AID 2235, 2010 | Serine/threonine-protein phosphatase PP1-alpha catalytic subunit (Homo sapiens), P62136 | purified PP1alpha | inhibition, % at 6.7 µM;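 active means inhibition above the mean inhibition of all tested compounds plus 3 SD, computed separately for each screening campaign, cut at about 15% in these data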
Target sequence (P62136 whole entry, looked up): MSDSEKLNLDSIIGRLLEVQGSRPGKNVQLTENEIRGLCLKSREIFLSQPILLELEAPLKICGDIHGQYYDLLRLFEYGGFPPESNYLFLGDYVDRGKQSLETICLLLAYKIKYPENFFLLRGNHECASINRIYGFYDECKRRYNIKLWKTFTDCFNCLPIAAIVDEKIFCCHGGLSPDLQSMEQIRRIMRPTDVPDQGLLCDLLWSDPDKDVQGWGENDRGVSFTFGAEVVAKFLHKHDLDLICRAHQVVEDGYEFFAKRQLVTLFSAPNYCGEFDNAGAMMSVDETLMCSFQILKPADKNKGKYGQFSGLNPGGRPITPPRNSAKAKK
TPT1 inhibitor: Candida albicans TPT1 enzyme inhibitors, primary screen, biochemical, fluorescence polarization | recombinant caTPT1, FP RNA substrate dephosphorylation | hit rate 0.81% among 300,000 | AID 1962, 2009 | inhibition, % at 5 µM;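 active means inhibition above the mean of all tested compounds plus 3 SD, set per screening campaign, cut at about 24% in these data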;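 further: plate controls were DMSO alone for no effect and ferristatin control at 100 nM for full effect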
Efflux pump inh: inhibitors of Candida efflux pumps in yeast, primary screen, S. cerevisiae, Nile Red, multiplex. hit rate 0.44% among 330,000. S. cerevisiae Candida pump triplex. AID 485275, 2010. inhibition, % at 10 µM;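 active means plate passing quality check with inhibition over a set limit, or well fluorescence over plate mean plus 4 SD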;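 further: Nile Red retained in pooled yeast measured as flow cytometry median fluorescence; 0% = buffer negative control and 100% = Enniatin B positive control; higher means more Nile Red kept so more efflux inhibition; some compounds called inactive have numbers as strong as hits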
LYPLA2 counter: LYPLA2 inhibitors, primary screen, counter-screen for PME1 inhibitor project, biochemical, fluorescence polarization, FP-Rh probe ABPP; recombinant LYPLA2; hit rate 0.38% among 320,000; inhibition, % at 5.9 µM; Acyl-protein thioesterase 2 (Homo sapiens), O95372;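 active means inhibition above the screen-wide mean plus 3 SD, limit set per campaign, cut at about 26% in these data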;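 further: 0% = LYPLA2 with DMSO and 100% = wells lacking LYPLA2 enzyme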
core dimer inh: inhibitors of HCV core protein dimerization, primary screen, biochemical, TR-FRET, high-throughput; hit rate 0.33% among 300,000; inhibition, % at 5 µM; TR-FRET GST/Flag-core106 dimerization, 1536-well;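 active means inhibition above the mean of all tested compounds plus 3 SD, set per screening campaign, cut at about 45% in these data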
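assay system = GST-tagged and Flag-tagged HCV core protein residues 1-106 | controls = unlabelled core106 and no-GST-core106 wells | incubation = compound-protein-antibody incubation 4 h at 22.5 °C | probe or stimulus = Eu donor and XL665 acceptor anti-tag antibodies | read-out = % inhibition based on acceptor/donor emission ratio | signal = TR-FRET 671 and 617 nm emission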
* marks the source's active call; other numbers are inactive results; · = no result given. These rows are one share of the data; the hit share may differ from the screen's.

#	canonical_smiles	PP5 primary	JMJD2C inh	PREPL inh	CTSL1 counter	PP1 inh	TPT1 inhibitor	Efflux pump inh	LYPLA2 counter	core dimer inh
1	COc1cccc(/C=C2/NC(=O)NC2=O)c1OCC(=O)Nc1ccccc1	0.3	16	7	7	-5	0	-0.1	2	-4
2	O=[N+]([O-])c1ccc(-c2cnc(SC(c3ccccc3)c3ccccc3)[nH]2)cc1	2.9	-4	10	-6	7	5	2.6	-17	-2
3	CCN(CC)S(=O)(=O)c1ccc(C(=O)NCc2n[nH]c(=S)n2Cc2ccccc2)cc1	7.1	14	0	1	-2	-3	0.0	5	5
4	CN1CCc2nc(NC(=O)c3cccc(S(=O)(=O)N4CCc5ccccc54)c3)sc2C1	-0.4	14	11	0	4	49*	-0.1	0	-2
5	CC(=O)Nc1ccccc1C(=O)N1CCN(c2cccc(C)c2C)CC1	-1.1	2	16	-3	-6	2	-0.1	12	-6
6	O=C(NCCc1c[nH]c2ccccc12)C(=O)NCC(c1ccco1)N1CCN(c2ccccc2)CC1 (stereo not given)	2.3	14	46*	2	1	-1	-0.4	0	6
7	CC(C)(Oc1ccc(Cl)cc1)C(=O)NCC(c1ccco1)N1CCCCC1 (stereo not given)	1.6	8	-8	3	-2	-2	0.0	-3	2
8	O=C(CSc1nc2cc(Cl)ccc2o1)NCCc1ccccc1	2.8	-3	-34	0	0	-1	-0.2	3	3
9	Cc1csc(CNc2ncnc3ccc(-c4ccoc4)cc23)c1	0.0	-2	7	·	-1	·	0.2	-10	·
10	CCCCCCc1nc2ccccc2c(=O)n1N	1.8	-3	-3	2	0	-6	0.0	3	-3
11	CN1/C(=C/c2cccc[n+]2C)Sc2ccccc21	0.2	1	7	2	-7	2	0.4	2	-4
12	Cc1nn(CC(=O)NCCCN2CCC(N3CCCCC3)CC2)c(=O)c2cc(-c3ccccc3)nn12	3.0	-15	20	-2	-3	-2	-0.1	7	8
13	Cc1c(Cl)cccc1NC(=O)c1cccc(OC(F)F)c1	4.4	-5	9	0	-3	0	0.1	6	-2
14	CC(C)c1nnc(NC(=O)c2cnccn2)s1	1.7	6	-4	1	1	0	0.0	-4	1
15	Cc1cc(C(=O)CN2C(=O)C3CC=CCC3C2=O)c(C)n1-c1ccccc1 (stereo not given)	1.8	-3	3	-1	1	-1	0.0	0	4
16	COc1ccc(-c2c(C)n([O-])c(C)c(C)[n+]2=O)cc1OC	-0.2	1	31	-2	-5	-2	-0.3	13	-6
17	Cc1c2cnn(CC(=O)NCc3ccccn3)c(=O)c2c(C)n1Cc1ccccc1	1.8	-9	-3	1	0	-1	0.1	-1	7
18	O=C1CCCN1CCCNc1ncnc2sccc12	-5.1	-3	8	5	-3	0	-0.2	-6	-4
19	CC(NC(=O)Nc1cccnc1)(C(F)(F)F)C(F)(F)F	-0.9	0	-10	-1	0	0	0.1	0	-3
20	CCOc1ccc(NC(=S)N(CCOC)C(C)c2ccco2)cc1 (stereo not given)	-1.5	-7	-1	1	-3	0	-0.2	-2	0
21	Cc1cc(NC(=O)c2ccc3c(c2)C(=O)N(C)C3=O)no1	-0.8	27	11	2	-3	-2	-0.1	2	6
22	CC(C)C(=O)Nc1nnc(CCN2CCOCC2)s1	2.3	-1	3	1	-13	-4	0.0	-6	-1
23	C/C(=N\NC(=O)c1ccco1)c1cc(Cl)sc1Cl	-1.5	23	2	1	-3	0	0.1	4	4
24	CC(=O)N(C)c1ccc(NC(=S)Nc2ccc(C(C)C)cc2)cc1	-1.6	9	-3	-7	-4	-1	0.0	8	4
25	CCC(C)NC(=O)C(Cc1ccccc1)NS(=O)(=O)c1ccc2c(c1)oc(=O)n2C (stereo not given)	2.0	-25	2	7	0	0	0.1	3	-5
26	CCOC(=O)N1CCC2(O)CCCCC2C1c1ccc(F)cc1 (stereo not given)	2.9	1	0	-3	3	1	0.1	-3	3
27	COc1cccc2[nH]c(=O)c(-c3ccccc3)cc12	3.1	27	8	0	1	0	0.0	-7	9
28	C=CCOc1cccc(/C=C\c2nc(O)c([N+](=O)[O-])c(=O)[nH]2)c1	-0.1	-5	4	-2	1	0	0.0	-2	24
29	Cc1ccc([C@@H]2[C@@H]3C(=O)N(C)C(=O)[C@@H]3[C@]3(C)C(=O)N(Cc4ccccn4)CC(=O)N23)o1	1.7	-2	-3	4	-1	0	-0.2	-3	0
30	Cc1ccc(S(=O)(=O)N2CCC(N3CCN(C)CC3)CC2)cc1Cl	-1.9	-13	8	2	-1	0	-0.1	1	0

The last 4 compounds of the section before are carried over, then new ones follow.
#	canonical_smiles	PP5 primary	JMJD2C inh	PREPL inh	CTSL1 counter	PP1 inh	TPT1 inhibitor	Efflux pump inh	LYPLA2 counter	core dimer inh
27	COc1cccc2[nH]c(=O)c(-c3ccccc3)cc12	3.1	27	8	0	1	0	0.0	-7	9
28	C=CCOc1cccc(/C=C\c2nc(O)c([N+](=O)[O-])c(=O)[nH]2)c1	-0.1	-5	4	-2	1	0	0.0	-2	24
29	Cc1ccc([C@@H]2[C@@H]3C(=O)N(C)C(=O)[C@@H]3[C@]3(C)C(=O)N(Cc4ccccn4)CC(=O)N23)o1	1.7	-2	-3	4	-1	0	-0.2	-3	0
30	Cc1ccc(S(=O)(=O)N2CCC(N3CCN(C)CC3)CC2)cc1Cl	-1.9	-13	8	2	-1	0	-0.1	1	0
31	CC1(C)Cc2ccccc2C(/C(=N\Nc2cccc(Cl)c2)C(N)=O)=N1	0.7	2	-4	2	1	-2	-1.0	-2	1
32	Cc1ccc(C(=O)N/N=c2\sc3ccccc3n2C)cc1	5.7	-1	6	-1	0	1	0.0	-6	-8
33	C=CCN(c1cccc(C(F)(F)F)c1)S(=O)(=O)c1cccc(C(=O)OCC(=O)NC(N)=O)c1	4.6	-2	-7	1	7	3	0.0	-2	-10
34	COc1cccc(C(=O)CN2C(=O)C(C)(C)Oc3ccc(C(=O)N4CCOCC4)cc32)c1	1.8	-19	13	-2	3	-3	-0.5	-3	-4
35	Cc1ccc(NC(=O)CCC(=O)NNC(=O)NC2CCCCC2)c(C)c1	1.2	4	8	1	-3	0	-0.1	1	3
36	Cc1cc(S(=O)(=O)NC2CCCCC2)ccc1OCC(=O)NCc1cccnc1	3.2	2	4	1	0	1	0.0	8	0
37	Cn1c(CCn2ccccc2=O)nc2cc(NC(=O)COc3ccccc3)ccc21	1.1	11	11	0	-2	-1	-0.3	4	4
38	CC(C)[C@H](NC(=O)NCCc1ccc(F)cc1)C(=O)O	2.3	-28	3	-1	0	4	0.2	7	-5
39	O=C(C1CCN(S(=O)(=O)c2ccccc2F)CC1)N1CCN(Cc2ccc3c(c2)OCO3)CC1	1.5	-7	21	·	-2	·	0.1	0	·
40	CC(=O)c1cccc(NC(=O)COC(=O)c2ccccc2C)c1	0.8	8	6	-39	2	1	0.0	4	14
41	COc1ccc(C(=O)NCC(=O)OCc2ccc(F)cc2)cc1	-0.2	-7	-5	-20	3	2	0.1	-3	-4
42	CN(CC(=O)N1CCCCCC1)S(=O)(=O)c1ccc(Br)cc1	-1.6	9	-6	-3	-7	0	0.0	6	-1
43	COc1cc(NC2c3ccccc3C(=O)N2Cc2ccc3c(c2)OCO3)cc(OC)c1OC (stereo not given)	5.2	-6	8	-2	1	-1	0.1	-2	-9
44	O=C(Oc1ccc(C(=S)N2CCOCC2)cc1)c1cccc(Cl)c1	1.4	4	11	1	-4	1	0.1	0	4
45	COc1ccccc1CNC(=O)C/C(C)=N/NC(=O)Cc1ccc(OC)c(OC)c1	-3.9	-3	8	-2	-9	2	0.8	-9	-2
46	O=C(/C=C/c1cccs1)c1cc(Cl)ccc1OC(=O)N1CCOCC1	0.5	98	-7	-1	0	1	0.0	1	3
47	CCCC(CCC)C(=O)Nc1c[nH]c(=O)[nH]c1=O	-1.7	-30	4	-3	-5	4	0.0	-1	-3
48	NC(=O)C1CCN(C(=O)CSc2nc3ccccc3[nH]2)CC1	1.9	-3	-8	-4	1	-3	0.0	3	-2
49	Cc1ccc(-n2nnnc2SCC(=O)NNC(=O)c2ccco2)c(C)c1	-2.5	-6	-4	4	-2	-4	0.0	1	-1
50	O=C(CCOc1ccccc1)Nc1ccnn1C1CCN(Cc2ccccc2)CC1	1.0	-9	19	-2	-3	-2	0.1	6	4
51	COc1cc2nc(NC(=O)c3ccc(Cl)cc3)sc(=O)c2cc1OC	1.4	7	3	-10	-9	2	0.3	1	5
52	NC1=NC(=O)/C(=C\c2cccnc2)S1	1.2	-1	2	1	-6	1	0.0	7	-2
